Compound activity deposited in PubChem BioAssay by National Center for Advancing Translational Sciences (NCATS).
Pf Dd2 growth – Plasmodium falciparum Dd2 growth inhibition; P. falciparum Dd2 growth, SYBR Green, 72 h; Potency, µM (doses to about 28.9 µM), for the others: at the highest dose activity, negative = inhibition, most hits filed as inhibitors; 4.3% of 120,000 active; active means well fitted inhibition curve with a large enough effect; inconclusive means small, poorly fitted or top-dose-only effect; inactive means no such curve, though single readings can be large or run the other way;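 further: plate controls were DMSO vehicle for no effect and reference drug for full effect; nearly all actives have a fitted effect of over 65% in size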
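Readout: SYBR Green fluorescence, 485 nm excitation, 535 nm emission, after ~16 h lysis at 37C. Before that, Dd2-infected red cells (2.5% hematocrit) grew 72 h with compound, 29 uM top final concentration.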
The depositor's hits bear a star; i = inactive; ? = inconclusive; & = joins results of further samples; [ ] = another dose, or the depositor's remark. Potency means the concentration at half of the fitted maximal effect. Some of the compounds tested; the hit share may differ from the screen's.

Molecule	Pf Dd2 growth
COCCNC(=O)[C@H]1C[C@H](Oc2ccccc2)CN1C(=O)NCc1ccc(F)cc1	-6%
Cc1ccc(NC(=O)C2CCN(c3cc(C(F)(F)F)ncn3)CC2)cc1	?
CCCCc1cc(C[C@@H]2C[C@H](NC(=O)NCC)C2(C)C)no1	i
Cc1ccc(NC(=O)CSc2nc3c([nH]c4ccccc43)c(=O)n2-c2ccccc2)c(C)c1	i
COCC(=O)N1CCCCCNC(=O)[C@@H]2CCCC[C@@H]21	17%
CN(C(=O)Cn1nc(Cc2cccnc2)c2ccccc2c1=O)c1cccc(C(F)(F)F)c1	?
CCc1nn2c(=O)cc(COc3ccc(/C=C(\C#N)C(=O)Nc4ccc(F)cc4)cc3OC)nc2s1	13%
CC(C)NC(=O)N1Cc2ccccc2OC2(CCN(C(=O)c3cccc4[nH]ccc34)CC2)C1	11µM*
CN1CCCCCCN(C(=O)CC2CCCCC2)[C@H]2CCC[C@H]2C1=O	-1%
COCCCn1c(C)cnc1CC1CCN(C(=O)c2ccc(OC)cc2OC)CC1	-14%
CCOc1ccccc1C(=O)Nc1c(C(=O)Nc2ccc(F)cc2)oc2ccccc12	?
O=C(c1n[nH]c2ccccc12)N1CCC(Cc2noc(C3CCOCC3)n2)C1 (stereo not drawn)	5%
CC(NC(=O)OCc1ccccc1)c1nc2cccnc2n1Cc1ccccc1 (stereo not drawn)	-9%&1%
O=C(Nc1nc2ccc(Cl)cc2s1)c1cc(=O)c2ccccc2o1	41%[activator]
CS(=O)(=O)N1CCC(C2CCN(CC3CC3)C2)CC1 (stereo not drawn)	?
CC(C)(Oc1ccccc1)C(=O)N1CCCn2nc(C(=O)N3CCOCC3)cc2C1	4%
CCn1ccc2oc(C)c(C(=O)N3CCN(c4ccc(Cl)cc4)CC3)c2c1=O	-1%
COc1ccc(NCc2cc3cc4c(cc3n(CC(=O)Nc3ccc(F)cc3F)c2=O)OCO4)cc1	1%
CN(C)c1ccc(CN(Cc2ccco2)C(=O)COc2ccc(F)cc2)cc1	11%
CN1C(=O)CS(=O)C12CCN(C(=O)Nc1ccccc1)CC2 (stereo not drawn)	25%
O=C(NCc1ccccc1)c1cn(C2CN(C(=O)Nc3ccc4c(c3)OCCO4)C2)nn1	i
CNC(=O)c1ccc(OC)c(-c2cc(N)nc3[nH]ccc23)c1	4%
O=C(Nc1cccc(F)c1)C1CCN(C(=O)c2ncn3c2COC(c2ccc(F)cc2)C3)CC1 (stereo not drawn)	?
CC(C)N(C)Cc1nnnn1CC(=O)NCc1cn[nH]c1-c1ccc(F)cc1	2%
Cn1c2ccccc2c2cnn(CC(=O)NCCCN3CCCCC3)c(=O)c21	?
Cc1nc(-c2ccc(F)cc2)sc1CCNC(=O)c1ccccc1	17%
O=[S+]([O-])(Nc1nncs1)c1ccc2c(c1)OCCN(Cc1cncc(F)c1)C2	i
CCCN(CC1CCOC1)S(=O)(=O)c1cccc(Cl)c1 (stereo not drawn)	41%[5.79 µM]
COc1ccc(CCC(=O)N2CCC3(CC2)NC(=O)N(c2cccc(Cl)c2)N3)cc1	?
Cn1ncc2c(N3CCN(c4cccc(Cl)c4)CC3)ncnc21	8%
CC(C)(C)c1ccc(OCC(=O)NCC2(N3CCOCC3)CCCCC2)cc1	?
CC1CCN(CC2CCCCCN2C(=O)c2ccoc2)CC1 (stereo not drawn)	-22%
CS(=O)(=O)N1CCCN(C(=O)CCCc2ccccc2)CCNC(=O)CC1c1ccccc1 (stereo not drawn)	-20%
Cc1nc(C)c(-c2ccc(SCC(=O)Nc3ccc(Br)cc3)nn2)s1	-25%
Cc1cc(F)ccc1OC1CN(Cc2ccc(C(F)(F)F)cc2)C1	-30%[44.1 µM]
COc1ccc(-n2c(=O)c3c4c(sc3n(Cc3ccccc3)c2=O)CCC4)c(OC)c1	?
CCn1ccc2sc(C)c(C(=O)N3CCOCC3)c2c1=O	-9%
Cc1cccc(-c2nc(C)c(CCNC(=O)C(=O)Nc3c(C)cc(C)cc3C)s2)c1	7%
Cc1nc(-c2cccs2)cc([C@H]2CN3CC[C@H]2C[C@@H]3COC(=O)Nc2cccc(C(F)(F)F)c2)n1	7.9µM*
CCc1ccc(NC(=O)CCCc2nnc3n(C(C)CC)c(=O)c4sccc4n23)cc1 (stereo not drawn)	?
O=C(NCCc1ccccc1)Nc1cccc(-c2nnc3n2CCCC3)c1	?
c1ccc(CCCN2CC[C@H](c3nnc(-c4ccccc4)o3)C2)cc1	?
COC(=O)c1cc2occc2n1Cc1nc(-c2ccccc2C)oc1C	10%
CCN(C(=O)CCS(=O)(=O)c1cc(Br)cc2c1N(C(=O)C1CC1)CC2)c1cccc(C)c1	?
CCCCC(CC)CNC(=O)CCCCCn1c(=O)[nH]c2ccsc2c1=O (stereo not drawn)	?

6 compounds out of the list, ordered by molar mass, ascending:
Molecule	Pf Dd2 growth
CC1CCN(CC2CCCCCN2C(=O)c2ccoc2)CC1 (stereo not drawn)	-22%
Cc1cc(F)ccc1OC1CN(Cc2ccc(C(F)(F)F)cc2)C1	-30%[44.1 µM]
O=C(NCCc1ccccc1)Nc1cccc(-c2nnc3n2CCCC3)c1	?
CC(C)(C)c1ccc(OCC(=O)NCC2(N3CCOCC3)CCCCC2)cc1	?
CCc1ccc(NC(=O)CCCc2nnc3n(C(C)CC)c(=O)c4sccc4n23)cc1 (stereo not drawn)	?
CCN(C(=O)CCS(=O)(=O)c1cc(Br)cc2c1N(C(=O)C1CC1)CC2)c1cccc(C)c1	?

Next entries.
Molecule	Pf Dd2 growth
CC(NC(=O)c1ccc2c(c1)CC(=O)N2Cc1ccccc1)c1ccc(F)cc1 (stereo not drawn)	?
COc1cc(C(=O)Nc2ccccc2OCc2cc(=O)n3c(C)csc3n2)cc(OC)c1OC	9%
COc1ccccc1CC(=O)NC(C)C(=O)N1CCN(c2ccccn2)CC1 (stereo not drawn)	i
CCOc1ccc(NC(=O)c2c(NC(=O)c3ccco3)sc3c2CCC(C(C)(C)C)C3)cc1 (stereo not drawn)	10µM*
COc1ccc(F)c(CN2CCCC3(CCN(C(=O)c4cccc(C)n4)C3)C2)c1 (stereo not drawn)	-17%
CC(=O)NC[C@H]1CCN(S(=O)(=O)c2cc(F)ccc2C)C[C@H]1N(C)C	i
CCS(=O)(=O)Nc1ccc(C2(C(=O)NC(C)c3ccccc3)CCCCC2)cc1 (stereo not drawn)	?
Cn1cnc([S+](=O)([O-])N2CCCC(c3nnc4n3C(C(=O)O)CC4)C2)c1 (stereo not drawn)	i
O=C(Nc1ccccc1)c1cnc2n1CCN(Cc1cccc(OC(F)(F)F)c1)CC2	-13%[44.1 µM]
Cc1cn(CC(=O)N[C@H]2CN(C(=O)CC(C)C)C[C@@H]2C2CC2)c(=O)[nH]c1=O	0%
Cc1cc(C)c(S(=O)(=O)Nc2cc(-c3cn4ccccc4n3)ccc2C)cc1C	?
c1ccc(CN2CC[C@H](c3nc4ncccc4[nH]3)C2)cc1	?
Cc1ccc(-c2ccc(C(=O)NCCCn3ccnc3C(C)C)cn2)cc1C	i
O=C(O)c1cccc(NC(=O)c2cccc(S(=O)(=O)Nc3cccc(C(=O)O)c3)c2)c1	3%
Cc1nn2c(C)c(C(=O)NC(C)c3ccccc3)cnc2c1-c1ccc(F)cc1 (stereo not drawn)	37%[activator]
CN1c2cc(C(=O)Nc3cc(F)cc(F)c3)ccc2C(=O)N2CCCCC21 (stereo not drawn)	-3%
COC(=O)c1cccc(Nc2c(-c3ccc(OC)cc3)nc3nc[nH]n23)c1	38%[activator][0.594 µM]
Cc1ccc(NC(=O)N2CC(N(C)Cc3cccnc3)C2)cc1C	1%
COc1ccc(N2CCC(NC(=O)c3ccc4[nH]ccc4c3)C2=O)cc1 (stereo not drawn)	-7%
O=C(CCc1ccccc1)NCc1nnc2ccc(-c3ccccc3)nn12	-3%
O=C(Cc1ccccc1)N1CCC[C@H]1c1nc(-c2ccccc2Cl)no1	i
CC(C)(C)CC(=O)Nc1ccc([C@@H](O)[C@H]2COCC(=O)N2CCCc2ccccc2)cc1	i
COc1ccc2[nH]cc(CCNC(=O)c3cnn(-c4ccccc4Cl)c3C3CCN(C(=O)OC(C)(C)C)CC3)c2c1	5.6µM*
Cc1cc(C)cc(NC(=O)C(Cc2ccccc2)N2Cc3ccccc3C2=O)c1 (stereo not drawn)	i
CCc1nc2c(c(-c3ccc(Cl)cc3)n1)CN([S+](C)(=O)[O-])CC2	-19%[44.1 µM]
CCOc1cc(=O)n2c(c1C(=O)NCc1ccccn1)CCCCC2	2%
Cc1noc(C)c1COc1ccc(C(=O)N[C@@H]2CN(C(=O)Nc3ccc(F)cc3)CCC[C@H]2O)cc1	?
O=C(NCc1cccnc1)C(=O)NCC(c1cccnc1)N1CCN(c2ccc(F)cc2)CC1 (stereo not drawn)	-8%
CN(C)c1cccc(C(=O)NC2CCN(c3cn[nH]c(=O)c3)CC2)c1	16%
CCN1CCN(c2nc3c(s2)CN(Cc2ccco2)CC3)CC1	-10%

Other records follow:
SMILES | Pf Dd2 growth
O=C(NCc1ccc2c(c1)OCO2)C1CCN(C(=O)c2ncn3c2COC(c2ccccc2)C3)CC1 (stereo not drawn) | i
Cc1ncccc1C(=O)N1CC[C@@H]2COCCN(Cc3ccncc3)[C@@H]2C1 | 50%[activator]
COc1cccc(CN2CCCC3(CCN(c4cc(C)nc(N)n4)C3)C2)c1OC (stereo not drawn) | ?
COC(=O)c1ccccc1NC(=O)c1ccc(=O)n(Cc2cccc(C)c2)c1 | 9%
COC(=O)c1cc2oc(C)cc2n1CC(=O)Nc1ccc(C)cc1C | -4%[5.79 µM]
COc1ccccc1CN[C@H]1CC(C)(C)[C@@H]2C[C@@](C)(O)CC[C@]12CCC(=O)NCCN1CCOCC1 | -17%
Cc1ccccc1CC(=O)N1C[C@@H](COc2ccccc2)[C@H](C(N)=O)C1 | -11%
CN1CCC2(CCC1=O)CN(Cc1nc3c(s1)CCCC3)CCN2C (stereo not drawn) | -1%
CCOC(=O)Cc1ccc(NC(=O)N2CC(C)Oc3ccc(Cl)cc32)cc1 (stereo not drawn) | -14%
Cc1cccc(NC(=O)c2ccc3snnc3c2)c1C | 43%[activator]
CN1c2cccnc2CN(Cc2ccc(C#N)cc2)CC[C@H]1CO | -17%[44.1 µM]
COC(=O)[C@@H]1Cc2ncn(Cc3ccc(Cl)cc3)c2CN1Cc1ccc(NC(C)=O)cc1 | ?
COC[C@H]1NC(=O)CC[C@H]1C(=O)NCCCN1CCc2ccccc2C1 | -12%
CN1C(=O)c2cccn2CC1C(=O)NCc1ccccc1 (stereo not drawn) | -12%
O=C(c1ccc(Cl)s1)N1CCC2(COc3ncccc3S(=O)(=O)N2)C1 (stereo not drawn) | -15%
COc1ccc(CCNC(=O)c2ccc3c(c2)c(C)c(C)n3Cc2ccccc2)c(OC)c1OC | -1%
Cc1cccc(CC(=O)N2CCC3(CC2)CCC(O)(CN(C)C)CC3)c1 | ?
Cc1ccc2c(CNCCc3ccco3)c(C(=O)O)n(Cc3ccc(F)cc3)c2c1 | ?
COc1cc(Cl)ccc1C(=O)N1C[C@@H](F)C[C@H]1C(=O)N1CCCCC1 | 13%
COc1ccccc1NC(=O)Cc1c(C(=O)O)[nH]c2ccc(Cl)cc12 | -19%
CC(C(=O)NCc1cc(F)ccc1F)C1CCOCC1 (stereo not drawn) | 1%
COc1cccc(-c2nc(SCC(=O)N3CCc4ccccc43)c3c(=O)n(C)c(=O)n(C)c3n2)c1 | -11%
Cc1cc(C(F)(F)F)nn1CC(=O)N1CCCC(c2[nH]ccc2C(N)=O)C1 (stereo not drawn) | i
CCOc1ccc(-c2c(C)nn3c(C)c(C(=O)NCCc4ccc(C)cc4)cnc23)cc1OCC | i
COc1ccc(CCNC(=O)Cn2c(=O)n(-c3cc(OC)c(OC)c(OC)c3)c(=O)c3ccccc32)cc1OC | 37%[activator]
COc1ccc(Cl)cc1NC(=O)CN1c2ccccc2S(=O)(=O)c2ccccc21 | ?
COc1ccc(-c2nc(CNS(=O)(=O)c3cccc(F)c3)cs2)cc1 | 31%
Cc1ccc(C(=O)Nc2cccc(C(=O)OCc3cc(=O)n4nc(C5CC5)sc4n3)c2)cc1 | -17%
CC(C)CCNC(=O)c1ccc2c(c1)NC(=O)C(CS(=O)(=O)Cc1ccc(F)cc1)N2 (stereo not drawn) | 1%
CCN(C(=O)Cn1c(=O)oc2cc(Cl)ccc21)c1cccc(C(F)(F)F)c1 | 0%
Cc1cc(CNC(=O)C2CC(=O)N(C(C)(C)C)C2)n(C)n1 (stereo not drawn) | -7%
COc1ccc(N2CCN(C(=O)c3c(C)nn(-c4ccc(F)cc4)c3-n3cccc3)CC2)cc1 | 10%
CCC1CN(C(=O)N2CCC(C(=O)N3CCN(c4cccc(C)c4C)CC3)CC2)c2ccccc2O1 (stereo not drawn) | -21%
O=C(CCS(=O)(=O)c1cccs1)Nc1ccc(C(=O)Nc2ccccc2F)cc1 | -9%
CCOC(=O)C1CCN(C(=O)c2ccc3c(c2)N(CC)C2CCCCCN2C3=O)CC1 (stereo not drawn) | ?
O=C1C(N2CCN(S(=O)(=O)c3cccc(Cl)c3)CC2)CCN1Cc1cccnc1 (stereo not drawn) | -17%

Looked up one by one from the entries so far:
SMILES | Pf Dd2 growth
Cc1cc(CNC(=O)C2CC(=O)N(C(C)(C)C)C2)n(C)n1 (stereo not drawn) | -7%
CCOC(=O)C1CCN(C(=O)c2ccc3c(c2)N(CC)C2CCCCCN2C3=O)CC1 (stereo not drawn) | ?
CC(C)CCNC(=O)c1ccc2c(c1)NC(=O)C(CS(=O)(=O)Cc1ccc(F)cc1)N2 (stereo not drawn) | 1%
